# Screens from PubChem BioAssay.
# NALP3 yeast inh: inhibitors of NALP3 inflammasome in yeast | Yeast reconstituted NLRP3/ASC/caspase-1, beta-gal luminescence, 24 h | inhibition, % at 10 µM | 330,000 compounds, 0.39% hits | AID 2825;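 active = inhibition of 50% or more; inactive = inhibition below 50%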;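 note: plate controls were induced DMSO wells for no effect and uninduced yeast grown without galactose for full effect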
# SENP6 inh: inhibitors of human SENP6 protease; Q9GZR1; Recombinant SENP6 catalytic domain, aminoluciferin luminescence; inhibition, % at 10 µM; 330,000 compounds, 1.8% hits; AID 2599;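 active = inhibition above about 50% at the single tested dose, limit read from the data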;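 note: plate controls were DMSO wells with enzyme for no effect and DMSO wells lacking enzyme for full effect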
# Target sequence (Q9GZR1 628-1112 limits assumed): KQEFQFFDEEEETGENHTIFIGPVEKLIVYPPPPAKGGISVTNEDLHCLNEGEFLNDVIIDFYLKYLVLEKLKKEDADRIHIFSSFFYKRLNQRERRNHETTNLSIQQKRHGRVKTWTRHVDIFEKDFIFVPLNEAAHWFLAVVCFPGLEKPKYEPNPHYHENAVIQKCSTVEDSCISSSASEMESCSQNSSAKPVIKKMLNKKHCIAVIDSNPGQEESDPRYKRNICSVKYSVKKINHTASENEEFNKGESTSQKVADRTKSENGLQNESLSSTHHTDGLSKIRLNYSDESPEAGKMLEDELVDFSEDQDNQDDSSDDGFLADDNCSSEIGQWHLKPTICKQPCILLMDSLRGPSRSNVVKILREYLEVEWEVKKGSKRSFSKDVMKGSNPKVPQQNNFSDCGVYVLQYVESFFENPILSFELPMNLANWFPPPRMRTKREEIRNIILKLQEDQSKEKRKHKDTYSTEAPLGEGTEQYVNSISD
# HKDC1 inh: inhibitors of human hexokinase HKDC1 | 340,000 compounds, 0.16% hits | AID 493160 | Q2TB90 | recombinant HKDC1, G6PDH/diaphorase resazurin coupled fluorescence | inhibition, % at 20 µM;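 active = inhibition above about 35% when tested at 20 µM, limit read from the data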;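 note: plate controls were DMSO wells with enzyme for no effect and DMSO wells lacking enzyme for full effect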
#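 test system = in-house recombinant HK5 (HKDC1) enzyme | amount = HKDC1 at 5 µg/mL | control set = DMSO-enzyme wells negative, buffer-substituted wells positive | compound = one dose of 20 µM, 1% DMSO | schedule = reaction time 90 min, room temperature, protected from light | technique = resorufin fluorescence at 613 nm | reagent = glucose with 1 mM ATP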
# PfGluPho inh: PfG6PD (Plasmodium falciparum) enzyme inhibition | PfGluPho enzyme, NADPH resazurin-diaphorase fluorescence | inhibition, % at 20 µM | 350,000 compounds, 0.78% hits;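 active = inhibition reaching at least a set limit at 20 µM in the primary screen, cut at about 59% in these data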;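 note: 0% = DMSO wells with substrate and 100% = DMSO wells lacking glucose-6-phosphate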
# SENP8 block-1: inhibitors of human SENP8 protease | purified SENP8, Z-RLRGG-aminoluciferin cleavage, luminescence | inhibition, % at 10 µM | 330,000 compounds, 1.2% hits | AID 2540; in the data active = inhibition above about 50%
# Target sequence (Q96LD8 whole entry, looked up): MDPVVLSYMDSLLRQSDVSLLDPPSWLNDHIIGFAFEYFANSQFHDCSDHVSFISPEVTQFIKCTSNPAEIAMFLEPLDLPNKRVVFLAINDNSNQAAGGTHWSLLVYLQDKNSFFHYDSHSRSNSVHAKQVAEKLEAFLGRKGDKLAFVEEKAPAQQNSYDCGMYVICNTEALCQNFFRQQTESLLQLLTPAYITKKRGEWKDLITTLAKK
# SENP1 FRET inh: inhibitors of human SENP1 SUMO protease catalytic domain | 360,000 compounds, 0.21% hits | recombinant SENP1 catalytic domain, CyPet-SUMO1-YPet FRET cleavage | inhibition, % at 10 µM | AID 624204 | Q9P0U3;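 active = inhibition at least 30% at 10 µM, raw YFP signal under a set limit, fluorescence ratio 0.5 to 1.5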;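 note: 0% = enzyme with DMSO and 100% = no enzyme wells; some results filed as inactive read as strong as hits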
#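 Test system: recombinant human SENP1 catalytic domain, His6-tagged / Medium: pH 8 Tris buffer with EDTA, NaCl, BME, BSA, NP40, catalase / Also added: SUMO1 FRET substrate flanked by Cypet and Ypet, 25 nM / Times: 50 min reaction at room temperature / Signal: FRET, CFP and YFP emission / Control set: no-enzyme low control and enzyme-plus-DMSO high control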
# SENP8 block-2: blocks human SENP8 cleavage of Nedd8 substrate | Q96LD8 | recombinant SENP8, Nedd8 substrate fluorescence | inhibition, % at 20 µM | 360,000 compounds, 0.64% hits | AID 602440; in the data active = inhibition mostly above about 40%, no sharp cut-off; inactive = mostly below about 27%
# SENP7 inh: SENP7 protease inhibition | Q9BQF6 | recombinant SENP7, Z-RLRGG-aminoluciferin luminescence, 40 min | inhibition, % at 5 µM | 330,000 compounds, 1.5% hits;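 active = inhibition above about 50% at the single test dose, limit read from the data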;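 note: plate controls were DMSO with enzyme for no effect and no enzyme buffer wells for full effect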
# Target sequence (Q9BQF6 706-1050 limits assumed): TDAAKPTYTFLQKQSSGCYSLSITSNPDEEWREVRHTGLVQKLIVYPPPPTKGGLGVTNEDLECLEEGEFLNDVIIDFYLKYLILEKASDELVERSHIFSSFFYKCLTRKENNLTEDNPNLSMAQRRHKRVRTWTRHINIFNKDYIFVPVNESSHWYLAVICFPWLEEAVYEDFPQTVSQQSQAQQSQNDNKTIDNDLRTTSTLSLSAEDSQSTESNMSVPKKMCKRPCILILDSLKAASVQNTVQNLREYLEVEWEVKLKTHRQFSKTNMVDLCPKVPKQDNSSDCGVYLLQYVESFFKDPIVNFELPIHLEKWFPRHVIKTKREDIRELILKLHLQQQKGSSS
# Apaf-1 inh: inhibitors of human Apaf-1 apoptosome; reconstituted apoptosome caspase-3 activity, DEVD-Rh110 fluorescence; O14727; 330,000 compounds, 0.71% hits; inhibition, % at 20 µM; AID 489030; active = inhibition of at least 40% at 20 µM;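 note: plate controls were DMSO wells for no effect and DEVD-CHO caspase inhibitor wells for full effect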
#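 detection = Rh110 fluorescence intensity | test system = biochemical Apaf-1 apoptosome reconstitution | also added = cytochrome c and DEVD-Rh110 substrate | schedule = 30 min plus 50 min, RT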
# The depositor's hits bear a star; i = inactive; · = not tested or not shown.
mol	NALP3 yeast inh	SENP6 inh	HKDC1 inh	PfGluPho inh	SENP8 block-1	SENP1 FRET inh	SENP8 block-2	SENP7 inh	Apaf-1 inh
COc1cc(C#Cc2c(-c3cncn3C)n(C)c3ccc(-c4ccc5cc[nH]c5c4)cc23)cc(OC)c1	11	-7	2	6	-11	-17	-483	0	12
CCOC(=O)C1=C(O)/C(=C/c2ccccn2)SC1=Nc1ccc(Cl)cc1	-2	-10	2	11	-6	-12	-102	-8	29
O=C(Nc1ccc(NC(=O)c2ccco2)cc1)c1cnccn1	18	30	-4	-3	2	3	9	15	-6
O=C(CSCc1ccccn1)Nc1ccccc1	1	-11	-9	1	-6	0	16	-5	4
COc1ccc(C(=O)NC2CCCN(Cc3ccccc3F)C2)c(OC)c1OC (stereo unspecified)	8	1	-5	-9	4	1	4	2	5
CCC(=O)NC(=S)Nc1ccc(OC)cc1OC	25	-25	-1	-14	-8	0	14	-5	-2
CCN(CC)C(=O)C(=O)c1cn(CC(=O)NCC2CCCO2)c2ccccc12 (stereo unspecified)	-2	-2	-4	-1	-2	-2	16	-6	-6
CCCCC1CCC(C(=O)OCC(=O)N(CCOC)c2c(N)n(Cc3ccccc3)c(=O)[nH]c2=O)CC1 (stereo unspecified)	21	-4	-6	-11	16	1	7	-7	11
COC(=O)c1cc(NC(=O)c2cccc(C(F)(F)F)c2)c(=O)oc1C/C=N/OCc1cccc(Cl)c1Cl	16	3	-10	4	4	11	-46	11	23
CCN1CCN(S(=O)(=O)c2ccc(OC)c(NC(=O)c3ccccc3)c2)CC1	-10	1	-5	-6	-6	2	7	13	-3
Cc1cccc(-c2noc(CCCC(=O)Nc3cccnc3)n2)c1	-2	-3	-2	4	-5	-1	12	-6	3
Cc1ccc(S(=O)(=O)/N=C2/NC(=O)/C(=C\c3ccccc3)S2)cc1	19	13	11	-32	8	1	0	8	11
Cc1ccc(OCCC(=O)O)cc1	5	-7	-9	-10	0	-1	1	3	-19
CCC(=O)Nc1nc2ccc(S(C)(=O)=O)cc2s1	-4	-16	-2	1	3	0	13	-6	0
Cc1ccc(NC(=O)CO/N=C/c2ccc(N(C)C)cc2)cc1	47	-2	3	-7	-4	21	-111	0	4
C#CCOCCOCCOCCNc1nc(N2CCN(C(=O)[C@H](Cc3cc4ccccc4[nH]3)n3cc([C@@H](N)C(C)CC)nn3)CC2)nc(N2CCN(C(=O)[C@H](CCCCN)n3cc([C@@H](N)CC(C)C)nn3)CC2)n1 (stereo partly specified)	16	8	-5	51	-4	·	·	-14	41*
COc1ccc(Cc2nc3ccc(C(=O)NCC(C)(C)OC)cc3o2)cc1	15	15	-4	-4	1	-1	11	13	-10
Cc1ccc(CSc2nc3c(c(SCC(=O)O)n2)CCCC3)cc1	2	3	7	3	4	1	5	6	18
O=C(Nc1ccc(Br)cc1)c1cc([N+](=O)[O-])cc([N+](=O)[O-])c1	28	-1	9	8	-4	2	24	9	10
CC(C)OC(=O)CSc1nnc(CNc2nc(-c3ccccc3)cs2)n1C	0	-11	-4	17	-9	1	0	3	8
COc1ccccc1CNC(=O)CN1CCN(c2ccc(C(C)=O)cc2)CC1	-11	-10	-5	-19	-2	3	-28	0	5
COc1cc(C(=O)NCc2ccc(C)cc2)ccc1OCc1c(C)noc1C	3	0	-4	-9	1	1	3	-2	3
COC(=O)c1oc2ccc(Br)cc2c1NC(=O)c1ccccc1	-16	-17	-4	8	2	1	0	4	2
COc1cc(C)nc(OCCNC(=O)COc2ccc(Cl)cc2Cl)n1	18	2	-7	-21	-1	0	11	-4	-1
Cc1[nH]n(-c2ccccc2)c(=O)c1N=Nc1c(O)cc(S(=O)(=O)N(C)C)c2ccccc12	20	23	-5	-30	3	6	-12	43	23
COc1cc2cc(CCOC(=O)c3ccco3)oc(=O)c2cc1OC	17	-8	4	5	-6	2	-6	-2	3
COc1cccc2cc(-c3nnc(-c4ccccc4)o3)c(=O)oc12	19	92*	2	3	74*	-9	-223	90*	-6
CC(=O)c1ccc(OCCCC(=O)N2CCN(S(=O)(=O)c3cccs3)CC2)cc1	-12	-6	3	-2	0	-3	4	0	3
Cc1nc2scc(-c3cccs3)c2c(=O)n1-n1cccc1	-4	3	-10	-17	5	1	-44	1	-7
O=c1oc(Nc2ccccc2F)nc2ccccc12	6	76*	3	2	54*	3	-139	42	-3

# Structures listed so far that contain a Cl atom (three):
mol	NALP3 yeast inh	SENP6 inh	HKDC1 inh	PfGluPho inh	SENP8 block-1	SENP1 FRET inh	SENP8 block-2	SENP7 inh	Apaf-1 inh
CCOC(=O)C1=C(O)/C(=C/c2ccccn2)SC1=Nc1ccc(Cl)cc1	-2	-10	2	11	-6	-12	-102	-8	29
COC(=O)c1cc(NC(=O)c2cccc(C(F)(F)F)c2)c(=O)oc1C/C=N/OCc1cccc(Cl)c1Cl	16	3	-10	4	4	11	-46	11	23
COc1cc(C)nc(OCCNC(=O)COc2ccc(Cl)cc2Cl)n1	18	2	-7	-21	-1	0	11	-4	-1

# Following part:
mol	NALP3 yeast inh	SENP6 inh	HKDC1 inh	PfGluPho inh	SENP8 block-1	SENP1 FRET inh	SENP8 block-2	SENP7 inh	Apaf-1 inh
CCN1CCN(C(CC(C)C)c2nnnn2CS(=O)(=O)c2ccc(C)cc2)CC1 (stereo unspecified)	-2	7	5	-11	6	0	2	1	3
CCOC(=O)c1cc2cc([N+](=O)[O-])cc(OC)c2oc1=O	14	-5	-9	11	11	2	17	2	-4
O=C(N/N=C/C=C/c1ccc([N+](=O)[O-])cc1)C1COc2ccccc2O1 (stereo unspecified)	24	-22	4	1	-9	4	29	-9	10
CC1CC(C)CN(CCC(=O)Nc2ccc(Br)cc2)C1 (stereo unspecified)	15	10	-6	1	1	0	1	4	5
O=C(NC(=S)Nc1ccc(Cl)c(C(=O)O)c1)c1ccc(OCc2ccccc2)cc1	8	-11	7	-32	-9	1	2	12	20
CCN1CCc2c(sc(NC(=O)c3ccc(S(=O)(=O)N4CCCC4)cc3)c2C(=O)NC)C1	12	-11	1	4	0	-66	-7	2	-9
COc1cccc(N2CCN(C(=O)c3ccc4nc(N5CCCCC5)sc4c3)CC2)c1	18	2	-3	10	3	-2	-28	-8	11
COc1ccc(C(=O)O/N=C/c2c(C(F)(F)F)nn(C)c2SCc2ccccc2Cl)cc1	0	-3	6	22	0	1	19	11	15
O=C(c1cc2ccccc2oc1=O)N1CCN(CCc2ccccc2)CC1	17	-16	-11	2	-1	-24	-16	-1	-15
Cc1csc(=O)n1CCC(=O)OCC(=O)NNC(=O)c1ccc(Br)cc1	20	-7	-6	5	-14	3	5	6	-1
CCCc1nn(C)c2c(=O)[nH]c(-c3cc(S(N)(=O)=O)ccc3OCC)nc12	11	3	-1	7	-3	1	-2	-5	-1
COc1ccc(Cl)cc1S(=O)(=O)N1CCN(Cc2ccc3c(c2)OCO3)CC1	-2	4	3	3	2	1	5	4	6
CCC(C(=O)Nc1ccc(C(C)C)cc1)c1ccccc1 (stereo unspecified)	-3	-16	-6	25	-5	2	10	-2	4
COc1ccc(Nc2cccc3ccccc23)cc1	26	29	15	26	4	22	i	23	19
Cc1ccc(N=C2C(=O)Nc3ccccc32)cc1C	9	-2	-6	-9	-8	0	-8	-9	1
CCOc1ccc(-c2cnc(N)n2C)cc1	17	-13	-8	-9	3	-1	-49	2	-9
CCOc1cc(/C=N\NC(=O)C2C(=O)NCC2c2ccccc2)ccc1OC (stereo unspecified)	6	-1	-8	-15	-2	-1	-4	10	3
O=C(/C=C/Nc1ccc(Oc2ccccc2Cl)cc1)c1ccco1	17	45	1	12	29	-22	-274	24	22
NC(=O)[C@@H]1CCCN1C(=O)c1ccc2nc(Cc3ccccc3F)oc2c1	22	0	-6	7	-3	-1	2	-1	8
O=[N+]([O-])c1ccccc1NCc1c(O)ccc2ccccc12	7	4	20	37	2	4	25	-1	11
Cc1ccc(C(=O)NCCCNC(=O)c2ccc(Cl)cc2)cn1	34	-10	-3	7	0	2	18	4	0
Cc1cccc(OCC(=O)NCC2CCCO2)c1C (stereo unspecified)	19	5	-10	-22	5	0	10	-7	-11
CN(C)c1cccc(C(=O)NNC(=O)CN2C(=O)C3CC=CCC3C2=O)c1 (stereo unspecified)	6	-8	2	3	14	-2	-380	2	2
COC(=O)c1cc(S(=O)(=O)NCCc2cccc(C)c2)cn1C	6	-8	0	-3	-5	1	6	-11	33
CC(C)C(=O)N1N=C(c2ccc(NS(C)(=O)=O)cc2)CC1c1cccs1 (stereo unspecified)	-6	5	-7	-20	0	-2	-416	5	-11
O=C(COC(=O)c1cc(-c2ccccc2)nc2ccccc12)Nc1ccc2c(c1)OCO2	2	-3	-7	-13	-3	2	-7	0	-16
CCOC(=O)c1cnn(CCOC(=O)c2cccs2)c1NC(=O)c1cccs1	·	·	-13	-2	·	-2	24	·	·
CCCCC(=O)Nc1ccc(C)c(S(=O)(=O)N2CCCCCC2)c1	10	6	3	3	9	-2	4	7	-2
C=C(C)Cn1c(C2CC(=O)N(c3ccccc3F)C2)nc2ccccc21 (stereo unspecified)	16	-10	-3	-5	-4	1	2	7	9
Cc1cc(OCc2cc(C(=O)NCC3(C)COC3)no2)cc(C)c1Cl	34	2	3	21	-4	-6	2	-2	24
CCOc1ccc(C(=O)/C=C/c2ccc(OC)c(OC)c2)cc1	18	-33	-1	22	-16	-51	-214	3	-7
Cc1cc(=O)[nH]c(SCC(=O)N2CCCCCC2)n1	6	-14	-6	-20	-2	2	13	-3	-10
Cc1onc(-c2c(Cl)cccc2Cl)c1/C(N)=N/OC(=O)C(C)(C)C	6	5	-6	-2	-3	2	18	-5	-6
O=C(c1c(F)cccc1Cl)N1CCN(S(=O)(=O)c2ccc3c(c2)OCCCO3)CC1	-7	-1	-1	8	5	0	6	2	10
CC1(C)CC(c2nc(-c3ccc(Br)cc3)cs2)CCS1 (stereo unspecified)	-38	-9	-6	22	-5	2	20	-1	-13
CN(C)c1cccc(C(=O)N/N=C/c2ccsc2)c1	7	-8	-10	23	-10	-1	-76	4	-13
C#CCn1c(=NC(=O)CN2C(=O)CCC2=O)sc2cccc(OC)c21	10	4	-1	1	8	1	-83	2	-6
CN(C(=O)c1cccc(NC(=O)Cc2cccc(NC(=O)C3CCN(C(=O)C4CCCC4)CC3)c2)c1)C1CCC1	·	·	1	-9	·	-1	3	·	·

# Given with each value named: 2 of the compounds above
C#CCn1c(=NC(=O)CN2C(=O)CCC2=O)sc2cccc(OC)c21
- NALP3 yeast inh: 10
- SENP6 inh: 4
- HKDC1 inh: -1
- PfGluPho inh: 1
- SENP8 block-1: 8
- SENP1 FRET inh: 1
- SENP8 block-2: -83
- SENP7 inh: 2
- Apaf-1 inh: -6
O=C(c1c(F)cccc1Cl)N1CCN(S(=O)(=O)c2ccc3c(c2)OCCCO3)CC1
- NALP3 yeast inh: -7
- SENP6 inh: -1
- HKDC1 inh: -1
- PfGluPho inh: 8
- SENP8 block-1: 5
- SENP1 FRET inh: 0
- SENP8 block-2: 6
- SENP7 inh: 2
- Apaf-1 inh: 10
